ABCB1 inh: blocks JC-1 efflux by human ABCB1 transporter; CCRF-Adr cells, flow cytometry; inhibition, % at 6.6 µM; actives 0.067% (n = 190,000); P08183; in the data active = inhibition above about 40%;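 also: 0% = vehicle and 100% = reference inhibitor; higher value means more JC-1 retained so stronger ABCB1 efflux block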
Bim-Bcl-2: disrupts Bim peptide binding to human Bcl-2. actives 0.06% (n = 190,000). Bead-based flow cytometry, Bim peptide-Bcl-2 binding. inhibition, % at 10 µM. AID 950. P10415; in the data active = inhibition above about 40%; inconclusive = no clear call, values can overlap the other calls;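 also: 0% = no compound wells with probe peptide and 100% = reference peptide inhibitor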
Target sequence (P10415 whole entry, looked up): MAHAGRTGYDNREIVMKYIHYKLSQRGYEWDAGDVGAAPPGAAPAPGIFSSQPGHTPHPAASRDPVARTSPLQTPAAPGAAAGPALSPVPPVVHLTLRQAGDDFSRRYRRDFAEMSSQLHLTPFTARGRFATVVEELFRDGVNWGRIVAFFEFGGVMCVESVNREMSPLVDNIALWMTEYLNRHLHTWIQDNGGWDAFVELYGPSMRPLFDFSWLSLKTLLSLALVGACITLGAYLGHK
Bim-Bcl-B: disrupts Bim peptide binding to human Bcl-B; bead-based flow cytometry; inhibition, % at 10 µM; actives 0.073% (n = 190,000);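 also: 0% = tracer peptide without compound and 100% = reference inhibitor peptide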
ABCG2 inh: inhibitors of human ABCG2 transporter, ABCB1 counter-screen. actives 0.1% (n = 190,000). inhibition, % at 6.6 µM. Q9UNQ0. IgMXP3 cells, JC-1 efflux, flow cytometry;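 active = inhibition above 80%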;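 also: 0% = DMSO and 100% = nicardipine control wells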
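System: two drug-resistant human cell lines, ABCG2 and ABCB1; controls: nicardipine high and DMSO low controls; times: 10 min exposure at 25 °C with rotation, no wash; detection: flow cytometry of retained JC-1 fluorescence; read-out basis: percent efflux inhibition, scaled nicardipine 100% to DMSO 0%; doses: one concentration, 6.6 µM final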
Bcl-W Bim block: human Bim-Bcl-W interaction inhibition; Q92843; bead-based flow cytometry, Bim peptide-Bcl-W binding; inhibition, % at 10 µM; actives 0.02% (n = 190,000);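 also: 0% = bound tracer without compound and 100% = peptide blocker; higher means less fluorescent Bim peptide bound to Bcl-W beads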
Target sequence (Q92843 whole entry, looked up): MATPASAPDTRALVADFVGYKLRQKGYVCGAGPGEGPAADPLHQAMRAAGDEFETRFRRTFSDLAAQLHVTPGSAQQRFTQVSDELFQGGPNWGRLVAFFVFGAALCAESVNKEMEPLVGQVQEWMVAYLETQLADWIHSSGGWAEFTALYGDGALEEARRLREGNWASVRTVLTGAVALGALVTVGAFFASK
Bim-Bfl-1: inhibitors of Bim-Bfl-1 interaction, human; Bead-based flow cytometry, Bim-Bfl-1 binding inhibition; inhibition, % at 10 µM; actives 0.12% (n = 190,000);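 also: 0% = wells without compound plus tracer and 100% = blocker peptide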
GSH bead fluor: GSH bead compound fluorescence profile. GSH beads flow cytometry, compound fluorescence 488/530 nm; stronger effect = higher value. fluorescence (KMESF) at 10 µM. actives 0.25% (n = 190,000); in the data active = fluorescence above about 89;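 also: glutathione beads carrying GST-tagged Bcl family fusion proteins plus one bare bead set; values are compound well signal with DMSO vehicle wells as background; inactives centre near 16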
RGS8-Gao reg: modulates binding of RGS8 to human Galphao. multiplexed bead flow cytometry; actives lie on both sides. response (percent of control binding), % at 10 µM. actives 0.34% (n = 220,000); in the data active = response below about 60% or above about 140%; inactive = in between;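 also: Galphao activated as the GDP aluminium fluoride complex binding bead-coupled RGS8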
Target sequence (P09471 whole entry, looked up): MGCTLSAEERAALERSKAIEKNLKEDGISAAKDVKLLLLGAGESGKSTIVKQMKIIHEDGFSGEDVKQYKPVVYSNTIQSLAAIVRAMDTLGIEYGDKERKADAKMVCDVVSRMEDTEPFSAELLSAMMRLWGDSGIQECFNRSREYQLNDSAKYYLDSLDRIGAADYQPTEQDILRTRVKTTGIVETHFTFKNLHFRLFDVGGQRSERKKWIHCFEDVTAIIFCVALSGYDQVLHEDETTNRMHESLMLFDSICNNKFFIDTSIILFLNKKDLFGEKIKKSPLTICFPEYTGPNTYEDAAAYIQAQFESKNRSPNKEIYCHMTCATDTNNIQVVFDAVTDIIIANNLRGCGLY
RGS4-Gao reg: human RGS4-Galphao interaction regulation; AID 1415; actives 0.33% (n = 220,000); P09471; Multiplexed bead flow cytometry, RGS4-Galphao binding; actives lie on both sides; binding response (% of control), % at 10 µM; in the data active = binding response below about 49% or above about 150%; inactive = in between;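 also: fluorescent Galphao activated with aluminum fluoride binding bead-coupled RGS4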
Bim-Bcl-XL: human Bim-Bcl-XL interaction inhibition; Q07817; Bim peptide-Bcl-XL binding, bead flow cytometry, fluorescence; inhibition, % at 10 µM; actives 0.04% (n = 190,000)
Target sequence (Q07817 whole entry, looked up): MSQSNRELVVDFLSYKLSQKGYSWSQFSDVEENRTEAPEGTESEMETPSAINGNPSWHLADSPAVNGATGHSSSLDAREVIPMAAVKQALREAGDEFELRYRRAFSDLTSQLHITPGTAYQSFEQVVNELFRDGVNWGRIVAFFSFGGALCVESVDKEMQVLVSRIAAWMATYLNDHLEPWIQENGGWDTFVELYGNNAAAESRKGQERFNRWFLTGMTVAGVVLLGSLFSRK
RGS7-Gao reg: modulates binding of RGS7 to human Galphao; P09471; actives 0.35% (n = 220,000); Multiplexed bead flow cytometry; actives lie on both sides; binding response (% of control), % at 10 µM; in the data active = binding response below about 49% or above about 150%; inconclusive = no clear call, values can overlap the other calls; inactive = in between;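 also: fluorescent Galphao held in activated GDP-AlF4 state binding bead-coupled RGS7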
An asterisk follows results filed as active; ? = inconclusive; · = no result given; & = joins results of further samples. Rule as the data show it, unless noted: active = inhibition above about 40%.

Compound	ABCB1 inh	Bim-Bcl-2	Bim-Bcl-B	ABCG2 inh	Bcl-W Bim block	Bim-Bfl-1	GSH bead fluor	RGS8-Gao reg	RGS4-Gao reg	Bim-Bcl-XL	RGS7-Gao reg
CCOc1ccc(-c2ccc(SCC(=O)NCC3CCCO3)nn2)cc1 (stereo not drawn)	-0.2	-2	1	0	-1	-3	13	104	104	-1	101
COc1ccc(C2(O)CCN(C(=O)c3ccc4c(c3)OCO4)CC2)cc1	-0.4	-11	-6	-4	0	-20	18	101	101	-7	99
COc1ccc(S(=O)(=O)Nc2ccc(-n3cccc3)cc2)cc1	-0.2	-4	0	-1	2	-1	14	14*	22*	0	?
COC(=O)CCN(C(=O)C12CC3CC(CC(C3)C1)C2)c1ccccn1	1.4	5	0	4	10	4	9	105	107	7	109
CC1=CCC2C(=O)N(c3ccc4ccccc4n3)C(=O)C2C1 (stereo not drawn)	-3.5	-10	-6	1	0	-14	33	95	94	-8	95
CCn1c(=N)n(CCOc2ccc(OC)cc2)c2ccccc21	1.0	-12	-11	4	-7	-21	39	100	101	-12	100
Cc1n[nH]c(C)c1Sc1ccccc1N=Cc1cc([N+](=O)[O-])ccc1O	0.2	-2	0	1	0	0	20	99	105	0	101
CN(C)c1ccc(Nc2c3c4c(cccc4n(C)c2=O)C(=O)c2ccccc2-3)cc1	14	15	9	10	14	21	9	94	97	5	92
COc1ccc(C(=O)N2CCCC(c3nc(-c4cc(OC)c(OC)c(OC)c4)no3)C2)cc1 (stereo not drawn)	1.0	-5	-7	1	2	-8	39	102	101	3	102
COc1ccccc1C(=O)NNC(=O)c1ccccc1[N+](=O)[O-]	2.3	4	0	24	4	1	22	101	102	4	105

Structures from the list above containing sulfur:
Compound	ABCB1 inh	Bim-Bcl-2	Bim-Bcl-B	ABCG2 inh	Bcl-W Bim block	Bim-Bfl-1	GSH bead fluor	RGS8-Gao reg	RGS4-Gao reg	Bim-Bcl-XL	RGS7-Gao reg
CCOc1ccc(-c2ccc(SCC(=O)NCC3CCCO3)nn2)cc1 (stereo not drawn)	-0.2	-2	1	0	-1	-3	13	104	104	-1	101
COc1ccc(S(=O)(=O)Nc2ccc(-n3cccc3)cc2)cc1	-0.2	-4	0	-1	2	-1	14	14*	22*	0	?
Cc1n[nH]c(C)c1Sc1ccccc1N=Cc1cc([N+](=O)[O-])ccc1O	0.2	-2	0	1	0	0	20	99	105	0	101

New compounds follow:
Compound	ABCB1 inh	Bim-Bcl-2	Bim-Bcl-B	ABCG2 inh	Bcl-W Bim block	Bim-Bfl-1	GSH bead fluor	RGS8-Gao reg	RGS4-Gao reg	Bim-Bcl-XL	RGS7-Gao reg
O=C(CSc1nnnn1C1CCCCC1)Nc1ccc(F)cc1	0.4	-4	-2	8	-2	0	22	103	104	0	108
O=C(O)c1[nH]c2ccc(Cl)cc2c1CC(=O)N1CCN(c2ccccc2)CC1	0.1	-1	0	0	4	-5	11	96	86	1	102
O=C(NC1(C(F)(F)F)NC(=O)N(C2CCCCC2)C1=O)C1CC1 (stereo not drawn)	0.7	-3	-6	1	0	-8	23	85	82	-4	75
O=C(/C=C/c1ccc(F)cc1)NCCC1=CCCCC1	0.3	-7	-9	8	1	-9	17	100	94	-3	91
CC1(C(=O)NC(=S)NNC(=O)c2ccncc2)CCCCC1	0.7	0	-23	6	1	3	13	101	101	-4	100
CCOc1ccc(S(=O)(=O)c2c(C(=O)c3ccccc3)cnc3cc4c(cc23)OCCO4)cc1	2.2	-4	-8	2	-1	-4	13	100	102	-7	100
CCCCn1c(SCn2nnc3ccccc3c2=O)nc2cc(S(N)(=O)=O)ccc21	0.3	-4	-10	2	0	-12	5	99	99	-1	99
O=C(OCc1cc(Cl)ccc1OC(F)F)c1cncc(Br)c1	0.1	-1	-3	4	0	-4	14	102	100	0	101
CCCCn1c(O)c(/C=C2\C=NN=C2c2ccccc2)sc1=S	-1.2	-3	-11	-7	-9	-1	13	100	97	-11	99
CCOc1cc(N2CCOCC2)c(OCC)cc1NC(=O)Cn1[nH]c(=O)c2ccccc2c1=O	0.5&0.2	-1&0	0&-1	2&1	0&-2	0&-4	12&16	98&103	93&100	-1&-1	92&100
COC(=O)Cc1c(C)c2ccc(OCC(=O)N3CCOCC3)cc2oc1=O	0.7	0	0	4	-3	0	16	101	102	-2	106
COc1ccc(C(C(=O)NC2CCCCC2)N(C(=O)CCl)c2ccc(OC)cc2)cc1 (stereo not drawn)	0.7	2	-4	3	-3	2	8	106	99	-5	102
CCC1CCCCN1C(=O)CSc1nc(N)c(NC(=O)c2ccco2)c(=O)[nH]1 (stereo not drawn)	0.3	-11	-8	0	0	-8	28	100	99	-2	100
Cc1cccc(-n2c(CCn3nc(C)c([N+](=O)[O-])c3C)n[nH]c2=S)c1	-0.1	-7	-37	0	-2	2	27	95	99	-12	102
C=CCN1C(=O)C(C)S/C1=N\S(=O)(=O)c1ccc(Cl)cc1 (stereo not drawn)	0.0	0	-12	-1	-2	2	5	97	100	-4	97
CC1(C)CC(CC(=O)Nc2ccccc2[N+](=O)[O-])C(=O)O1 (stereo not drawn)	0.4	-4	-1	0	0	-20	10	100	99	-1	104
CN1CCN(CC(=O)NC2CCCCC2)CC1	0.2	-6	-2	1	0	-9	5	100	99	-5	104
NC(=O)[C@@H]1CCCN1Cc1nc(Cc2ccccc2Cl)no1	3.8	-5	-12	12	-4	-9	15	102	102	-7	101
COc1ccccc1NC(=O)C1=C(C)N(c2ccccc2)C(=S)NC1c1cccc(C(F)(F)F)c1 (stereo not drawn)	1.6	-10	-7	12	0	-9	15	103	101	-1	104
CCOC(=O)c1[nH]c2ccc(F)cc2c1N=C(C)N(CC)CC	0.2	-2	-8	1	2	-11	61	96	96	-12	92
COc1ccc(-c2nc3cnccn3c2NC(C)(C)CC(C)(C)C)cc1O	0.7	0	-1	4	1	-2	27	99	95	0	?
O=C(CCc1nnc(CCCCc2ccccc2)o1)NCCc1cccnc1	0.2	-3	-7	1	-4	-6	14	101	102	-6	102
O=c1c(C(c2ccccc2)c2c(O)nc3n(c2=O)CCCS3)c(O)nc2n1CCCS2	-0.1	2	2	0	3	0	12	99	102	-2	96
Cc1ccccc1CSc1nnc(-c2ccco2)n1Cc1ccco1	2.2	-14	-11	17	0	-12	15	99	108	-6	103
CC(NC(=O)c1sc2cc([N+](=O)[O-])ccc2c1Cl)C(C)(C)C (stereo not drawn)	0.3	0	-20	2	-4	16	10	80	98	-9	98
COc1ccc(CN(CCCN2CCOCC2)C(=O)Nc2ccccc2)cc1OC	1.2	2	-4	3	-3	-1	7	94	88	-4	86
Cc1cc2ncn(N)c2cc1C	0.1	-6	-6	1	3	-9	34	100	103	0	103
COc1ccc(OCCNc2c([N+](=O)[O-])c(=O)oc3ccccc23)cc1	0.3	-2	1	5	-4	-4	14	103	102	3	?
COc1ccccc1/C=N/NC(=O)C(C)Cn1cnc2ccccc21 (stereo not drawn)	0.6	-8	-6	1	-1	-7	13	103	100	-4	99
Cn1c(SCC(=O)N/N=C/C=C/c2ccccc2[N+](=O)[O-])nc2ccccc21	0.1	-10	-9	54	-7	-7	10	100	100	-5	101
Cc1cc2nc(SC(C)C(=O)O)[nH]c2cc1C (stereo not drawn)	0.0	0	1	0	2	2	8	105	108	-1	107
COC(=O)C1C(=O)c2c([nH]c(C(=O)OC3CCCC3)c2C)CC1C (stereo not drawn)	0.6	-4	-1	4	-1	-3	12	103	103	-4	101
O=C(c1ccccc1)N1CCN=C1c1ccccc1	0.3	-1	-2	3	0	-3	5	103	102	-4	104
COc1ccc(Nc2nc(C(=O)N3CCc4ccccc4C3)cs2)cc1	0.6	-5	-2	14	-2	-3	12	104	104	-1	101
CCCNC(=O)N1CCN(c2ncccn2)CC1	0.5	-4	-7	2	-4	-8	29	95	87	-9	96
NC(=O)C1CCN(C(=O)c2cc3ccccn3n2)CC1	0.1	5	0	0	3	4	21	92	97	3	93
CCCCNC(=O)CSc1nc2n[nH]c(C)c2c(=N)n1-c1cccc(Cl)c1C	1.0	?	·	7	·	·	29	103	102	·	96
CC(c1ccco1)N(C(=O)CSc1ccc(Br)cc1)c1ccccn1 (stereo not drawn)	0.7	-5	-21	2	-3	-7	26	103	100	-2	102
CCCCCn1c(SCC(=O)OC)nc2c1c(=O)[nH]c(=O)n2C	0.4	-7	-5	1	0	-9	22	99	98	-8	100
Cc1ccc(N2C(=O)C3C(C2=O)C2C=CC3C23CC3)c([N+](=O)[O-])c1 (stereo not drawn)	-0.3	0	-3	0	-1	-4	21	104	104	-5	107
COc1ccc(C(=O)/C(C)=N/O)cc1OC	19	-11	-10	1	0	-18	29	100	100	-11	100
Cc1ccccc1CSc1nnc(NC(=O)Cc2cccs2)s1	-0.1	-13	-14	3	-8	-14	21	102	100	-11	100
CC1Oc2ccccc2N(CC(=O)NCCc2ccccc2)C1=O (stereo not drawn)	0.6	-8	-6	3	0	-17	21	101	100	-3	99
O=C(Cn1cnc2c(nnn2Cc2ccc(Cl)cc2)c1=O)NCc1ccco1	-1.0	-6	-5	-6	-3	-11	22	97	98	-9	98
NC(=O)CS(=O)(=O)c1nc2ccccc2n1CC(=O)N1CCCCC1	0.1	-4	-3	0	6	-8	50	99	98	-8	101
O=C(O)c1ccc(-c2nc3ccccc3[nH]2)cc1	-0.2	1	0	3	0	1	11	91	101	-3	101
COC(=O)c1ccc(Sc2ccc(F)cc2)c(N)c1	0.5	-13	-15	20	1	-17	23	96	94	-8	101
COc1ccc(C(=O)NCCc2cn3ccc(C)cc3n2)cc1	0.8	-3	-2	2	-4	-3	27	103	104	-3	100
O=C(CN1CCN(c2nc(-c3ccc(F)cc3)cs2)CC1)Nc1ccc2c(c1)OCO2	0.9	-8	-7	2	-2	-9	33	101	101	-8	101
CN1CCN(CC(O)c2ccccc2)CC1 (stereo not drawn)	0.7	-11	-11	9	0	-17	38	103	108	-11	105

Remaining list, next part
Compound	ABCB1 inh	Bim-Bcl-2	Bim-Bcl-B	ABCG2 inh	Bcl-W Bim block	Bim-Bfl-1	GSH bead fluor	RGS8-Gao reg	RGS4-Gao reg	Bim-Bcl-XL	RGS7-Gao reg
COc1ccc(CCN2C(=O)CC(NNC(=O)c3ccccc3Br)C2=O)cc1OC (stereo not drawn)	1.4	-2	-7	24	-3	-2	7	100	101	-4	98
Cc1c(CN(C)C(=O)/C=C/c2ccc([N+](=O)[O-])cc2)cnn1C	-0.3	-15	-27	-1	-15	-7	10	101	103	-17	100
O=C(/C=C/c1ccc(Cl)cc1)NC(=S)Nc1ccc(NC(=O)c2ccco2)cc1	-1.6	-1	-8	-10	-10	-5	19	95	100	-18	107
CC(C)C(C(=O)Nc1ccc(N2CCOCC2)cc1)N1C(=O)c2ccccc2C1=O (stereo not drawn)	0.6	-11	-7	3	-2	-25	29	103	108	-13	103
CC(=O)/C(N=Nc1cccc(C(F)(F)F)c1)=C(\C)O	0.0	-1	-8	0	-1	-4	18	95	94	-2	89

Compound activity (PubChem BioAssay)
